Screens: PubChem BioAssay, Broad Institute
S100A4 MyoIIA: inhibitors of human S100A4 binding to myosin IIA peptide | P26447 | S100A4/TAMRA-MyoIIA peptide fluorescence polarization | inhibition, % at 10.7 µM | 360,000 tested, 0.14% active;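 active = mean inhibition of at least 70% across replicates, with every replicate also reaching that level; inconclusive = mean inhibition reaches 70% but some replicates fall short; inactive = mean inhibition below 70%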
Target sequence (P26447 whole entry, looked up): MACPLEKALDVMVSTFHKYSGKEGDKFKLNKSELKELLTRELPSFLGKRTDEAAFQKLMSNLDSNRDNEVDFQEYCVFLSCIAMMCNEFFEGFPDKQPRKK
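Test system: S100A4 monomer protein; Medium: HEPES pH 7.2 with CaCl2, KCl, NaCl, DTT, Triton; Probe or stimulus: TAMRA-labelled myosin IIA heavy-chain peptide probe, 5 nM; Doses: one dose per compound; Times: polarization read 5 min after assay mix addition, stable 5–60 min; Benchmarks: neutral control DMSO, positive control TFP.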
SIRT5 inh: sirtuin-5 (human) deacylase inhibition; Q9NXA8; inhibition, % at 15 µM; 330,000 tested, 1.1% active; Purified SirT5, succinyl-peptide AMC, trypsin-coupled fluorescence; AID 652115; in the data active = inhibition above about 15%; inconclusive = no clear call, values can overlap the other calls
Target sequence (Q9NXA8 whole entry, looked up): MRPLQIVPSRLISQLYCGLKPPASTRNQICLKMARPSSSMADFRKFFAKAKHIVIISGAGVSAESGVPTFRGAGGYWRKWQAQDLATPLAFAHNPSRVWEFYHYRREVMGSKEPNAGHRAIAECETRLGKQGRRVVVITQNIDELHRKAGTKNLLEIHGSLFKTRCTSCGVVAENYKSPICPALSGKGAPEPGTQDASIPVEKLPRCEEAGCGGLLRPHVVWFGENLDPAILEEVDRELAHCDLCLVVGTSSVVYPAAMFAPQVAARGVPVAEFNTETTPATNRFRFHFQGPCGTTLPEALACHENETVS
ERp5 inh: blocks human ERp5 reductase activity on insulin | Q15084 | ERp5 insulin aggregation, absorbance 650 nm, 90 min | inhibition, % at 9.99 µM | 350,000 tested, 0.05% active | AID 651711;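 active = mean replicate inhibition above about 25%, with every replicate also reaching it, limit read from the data, passing the limit was not always enough; inconclusive = only one of those two criteria met; inactive = neither criterion met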
Target sequence (Q15084 whole entry, looked up): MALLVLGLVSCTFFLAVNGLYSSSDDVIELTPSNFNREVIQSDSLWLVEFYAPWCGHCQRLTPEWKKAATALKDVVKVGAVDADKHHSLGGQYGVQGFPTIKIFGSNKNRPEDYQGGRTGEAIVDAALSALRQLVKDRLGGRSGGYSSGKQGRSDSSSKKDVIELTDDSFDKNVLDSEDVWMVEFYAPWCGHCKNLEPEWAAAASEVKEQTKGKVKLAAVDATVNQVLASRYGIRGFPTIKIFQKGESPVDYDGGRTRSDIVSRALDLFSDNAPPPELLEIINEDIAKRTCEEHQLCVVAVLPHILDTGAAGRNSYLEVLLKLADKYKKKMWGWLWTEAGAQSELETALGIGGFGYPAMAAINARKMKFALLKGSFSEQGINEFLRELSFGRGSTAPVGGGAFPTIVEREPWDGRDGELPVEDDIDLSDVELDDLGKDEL
E-selectin induc: E-selectin induction on HUVECs | P16581 | HUVEC E-selectin immunofluorescence imaging; normalized: neutral wells 0, TNF-alpha wells 100 | activation, % at 7.58 µM | 260,000 tested, 0.37% active | AID 686992;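 active = mean E-selectin-positive cell signal at least 10% of the positive control, reached in at least 60% of replicates, without over 20% cell loss; inconclusive = no rule given, readout overlaps actives, possibly toxicity-flagged; inactive = the rest, including those meeting only one limit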;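 note: in these data hits start at about 27%; measured in HUVEC primary endothelial cells; signal is the percent of cells scored E-selectin positive by PE staining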
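Assay system: HUVEC, human umbilical vein endothelial cells / Amount: 3,000 HUVEC/well / Controls: TNF-alpha positive control, DMSO neutral control / Compound dosing: single concentration / Medium: EGM-2 over gelatin coat / Evaluation: percent E-selectin-positive cells / Signal: immunofluorescence imaging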
Statin myotox sup: suppression of simvastatin myotoxicity; C2C12 myotubes + simvastatin, ATP luminescence, 48 h; scaled: DMSO 0, geranylgeraniol control 100; rescue of ATP level, % at 7.49 µM; 330,000 tested, 0.78% active;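 active = mean ATP rescue above about 67%, or every replicate alone reaching that limit, limit read from the data, passing the limit was not always enough; inconclusive = no clear call, values can overlap the other calls; inactive = mean under the limit and some replicate under it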;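 note: myotubes were challenged with 10 µM simvastatin during compound exposure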
PglD inh: inhibitors of Campylobacter jejuni PglD acetyltransferase | purified PglD enzyme, DTNB colorimetric CoA detection | inhibition, % at 12.5 µM | 360,000 tested, 0.098% active; in the data active = inhibition above about 16%, passing the limit was not always enough; inconclusive = no clear call, values can overlap the other calls; note: strong numbers were not always called active
DENV2 CPE: DENV2-induced cell death inhibition | DENV2-infected cells, cytopathic effect rescue, plate reader | CPE inhibition, % at 9.99 µM | 350,000 tested, 1.7% active; in the data active = CPE inhibition above about 20%, passing the limit was not always enough; inconclusive = no clear call, values can overlap the other calls; tested in BHK-21 cells;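 note: 0% = median of neutral control wells and 100% = median of positive control wells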
An asterisk follows results filed as active; ? = inconclusive; . = no result given; & = joins results of further samples.

SMILES	S100A4 MyoIIA	SIRT5 inh	ERp5 inh	E-selectin induc	Statin myotox sup	PglD inh	DENV2 CPE
COc1cc2c(cc1OC)C(C1c3cc4c(cc3CCN1C)OCO4)OC2=O (stereo not given)	-19	-4	1	.	18	3	-3
OC[C@@H]1[C@H]2c3ccccc3NC[C@H]2N1Cc1cccnc1	-7	-1	3	0.0	1	-2	7
O=c1[nH]c2ccccc2n1C1CCN(C(c2nnnn2C2CCCCC2)C2CC2)CC1 (stereo not given)	6	-2	2	-0.1	10	4	4
CCc1cc(=O)oc2cc(OCC(=O)N3C[C@H]4C[C@@H](C3)c3cccc(=O)n3C4)ccc12	1	-2	-1	.	-2	-2	-4
CN(C)CCNC(=O)c1cccn(Cc2cccc(C(F)(F)F)c2)c1=O	-10	2	-2	-0.7	.	.	-1
O=c1[nH]c2ccccc2n1C1CCN(C(c2cccc3ccccc23)c2nnnn2Cc2ccccc2)CC1 (stereo not given)	-7	1	0	.	-2	-2	5
CC(=O)OC1CCC2(C)C(CCC3C4CC(N5CC5)C(C(C)=O)C4(C)CC(=O)C32)C1 (stereo not given)	-9	-4	1	-0.4	.	.	-7
CN1C(=O)N(C)C(=O)C2(Cc3cc(NC(=O)c4ccccc4)ccc3N3CCCC32)C1=O (stereo not given)	-7	0	0	.	-1	8	-2
Cn1c(O)c(C=NCCc2c[nH]c3ccccc23)c(=O)n(C)c1=O	-11	.	.	.	-14	-4	.
O=C(NCC(c1cccnc1)N1CCN(c2ccc(F)cc2)CC1)Oc1ccccc1 (stereo not given)	6	6	-5	.	-11	-8	8
C=CC[N+]1(C)C2CCC1CC(O)C2 (stereo not given)	1	-1	-3	1.2	-11	-5	5
O=C(c1ccccc1)C(O)(CN1CCCCC1)c1ccccc1 (stereo not given)	0	-1	5	-0.1	-7	1	9
CN=C(SCC(=O)c1cccc(Cl)c1)c1c(O)n(C)c(=O)n(C)c1=O	12	7	-1	.	.	.	?
CCc1ccccc1NC(=O)CNCc1ccccc1	-6	-5	-3	0.0	.	.	6
C[C@@H]1O[C@@H](O[C@@H]2C=C3CCC4C(CC[C@]5(C)[C@@H](c6ccc(=O)oc6)CC[C@]45O)[C@@]3(C)CC2)[C@H](O)[C@H](O)[C@H]1O (stereo not given in full)	4	-5	4	-0.3	5	-1	0
C[C@]12CC[C@@H](O)CC1=CCC1C2CC[C@@]2(C)C1C[C@@H](F)[C@@H]2O (stereo not given in full)	-8	-2	-18	-0.2	4	-9	6
CCCCCn1c(=O)c(C(=O)NCc2ccccc2Cl)c(O)c2ccccc21	-10	-7	2	.	-2	6	-11
COC(=O)C1=C(c2ccc(OCc3ccccc3)cc2)C[C@@H]2CC[C@H]1N2C(=O)NCc1ccc(Cl)cc1	-3	-3	1	0.2	-3	-1	.
CCCNC(=O)N1[C@H]2CC[C@@H]1C(C(=O)OC)=C(c1ccc(-c3ccccc3)c(F)c1)C2	0	-2	-3	0.3	17	-1	-6
CCCCc1ccc(C(=O)O)nc1	3	0	0	-0.2	-1	-5	10
COc1ccc(-c2ccc([C@H]3[C@H](CO)N4CCCCN(C(=O)Cc5ccncc5)C[C@@H]34)cc2)cc1	-16	-1	2	-0.4	41	3	41*
O=C1NC(=O)N(Cc2ccccc2)C(=O)/C1=C/C=C/c1ccco1	6	-2	6	.	.	.	8
O=c1[nH]c2cc(Cl)ccc2n1C1CCN(Cc2ccc(-c3nc4ccccc4nc3-c3ccccc3)cc2)CC1	0	.	-4	0.4	.	.	-5
COC(=O)C1=C(c2ccccc2)C[C@@H]2CC[C@H]1N2C(=O)NC(C)C	-2	.	-7	-0.3	3	4	0
CC(=NCc1ccco1)c1c(O)n(-c2ccc(C)cc2)c(=O)[nH]c1=O	3	-1	0	.	.	.	12
O=c1[nH]c(=S)n(Cc2ccc(F)cc2)c(O)c1/C=N/N1CCCCC1	-8	0	-1	-0.5	-13	.	0
COC(=O)c1cn(C(=O)c2cccc3ccccc23)c2ccccc12	2	-5	2	12	.	.	10
CCCCn1nnnc1C(c1ccnc2ccccc12)N1CCC2(CC1)C(=O)NCN2c1ccccc1 (stereo not given)	12	-4	5	-1.8	6	3	?
COc1ccc(N2C(=O)/C(=C/c3ccc(C)o3)C(=O)NC2=S)cc1	-15	13	0	-0.4	-6	6	?
CC(=NCc1ccc2c(c1)OCO2)c1c(O)n(-c2ccc(C)cc2)c(=O)[nH]c1=O	0	0	2	2.0	.	.	8
C[C@H]1CN([C@@H](C)CO)C(=O)CCCn2nncc2CO[C@H]1CN(C)C(=O)Oc1ccccc1	3&-1&8	-4&-14	-6&3	0.2&0.2	-2&-3&-6	0&1&1	?
CCc1cccc2c(C#N)cn(CC(=O)N3CCOCC3)c12	.	.	.	-1.2	1	-5	.
C/C=C/c1ccc([C@H]2[C@@H](CO)N3CCCCN(C(=O)Cc4ccncc4)C[C@@H]23)cc1	-1	1	-4	0.3	24	0	140*
O=C1NC(=O)N(Cc2ccccc2Cl)C(=O)/C1=C/N1CCOCC1	.	.	.	2.4	-1	2	.
O=C(O)C(Cl)(Cl)Cl	2	-1	-3	0.1	8	-2	11
CC(=NCc1ccco1)c1c(O)n(-c2ccccc2C)c(=O)[nH]c1=O	-24	-1	-1	.	.	.	0
CN1CCN(CC(=O)Nc2ccc([N+](=O)[O-])cc2C(=O)c2ccccc2)CC1	5	7	-2	.	.	.	3
O=c1cccc2n1CC1CC2CN(S(=O)(=O)c2cc(Cl)ccc2Cl)C1 (stereo not given)	-3	-1	-5	0.0	4	-5	-8
Cc1nc(C)c(C(=O)NN=Cc2ccc(N(CCCl)CCCl)cc2)s1	1	.	3	-0.1	.	.	-8
CC(N=Cc1c(O)n(C2CC2)c(=S)[nH]c1=O)c1ccccc1 (stereo not given)	0	-2	3	.	.	.	1

Copied from the listing, 3 compounds:
SMILES	S100A4 MyoIIA	SIRT5 inh	ERp5 inh	E-selectin induc	Statin myotox sup	PglD inh	DENV2 CPE
C[C@H]1CN([C@@H](C)CO)C(=O)CCCn2nncc2CO[C@H]1CN(C)C(=O)Oc1ccccc1	3&-1&8	-4&-14	-6&3	0.2&0.2	-2&-3&-6	0&1&1	?
CCc1cccc2c(C#N)cn(CC(=O)N3CCOCC3)c12	.	.	.	-1.2	1	-5	.
C/C=C/c1ccc([C@H]2[C@@H](CO)N3CCCCN(C(=O)Cc4ccncc4)C[C@@H]23)cc1	-1	1	-4	0.3	24	0	140*

More records follow:
SMILES	S100A4 MyoIIA	SIRT5 inh	ERp5 inh	E-selectin induc	Statin myotox sup	PglD inh	DENV2 CPE
COc1cc(C(=O)Nc2ccc(Br)cc2C(=O)c2ccccc2Cl)cc(OC)c1OC	0	6	3	.	.	.	.
O=c1cccc2n1CC1CNC[C@H]2C1	15	1	6	1.2	-4	-3	?
C=C1C[C@]2(O)[C@@]3(C)CCC(=O)C(C)(C)C3=C(O)C(=O)[C@@]2(C)[C@@H]2C(=O)O[C@@](C)(C(=O)OC)C(=O)[C@@]12C	-3	-2	8	.	3	-1	-10
CCCCCCC(=O)N/N=C/c1c(O)n(CCc2ccccc2)c(=O)[nH]c1=O	-5	-1	3	.	14	3	-12
COC(=O)C1=C(c2ccc(F)cc2F)C[C@@H]2CC[C@H]1N2C(=O)N1CCC(O)(c2ccc(Cl)cc2)CC1	5	.	3	-0.2	2	0	6
COc1cc2c(cc1OC)[C@@H]1C(=O)c3ccc4c(c3O[C@@H]1CO2)C[C@H](C(C)C)O4	0	-1	5	-1.3	.	1	-4
O=[N+]([O-])c1ccc(N2CCNCC2)cc1N1CCCCC1	0	1	1	.	.	.	3
CCC(=NCc1ccco1)c1c(O)n(C)c(=O)n(C)c1=O	1	3	3	0.5	.	.	6
COC(=O)[C@H]1[C@H](CO)[C@H]2Cn3c(ccc(C4=CCCCC4)c3=O)[C@@H]1N2Cc1ccccc1OC	-5	1	0	-0.8	.	.	-6
O=C(NC1CCCCC1)N1Cc2cc(-c3cccc(F)c3)ccc2-n2nncc2C1	0	3	-12	1.3	7	-3	4
O=C1C=C2c3ccccc3CC(C(=O)O)C2CC1 (stereo not given)	-14	5	3	0.0	.	.	-6
COC(=O)C1=C(c2ccc(F)cc2F)C[C@@H]2CC[C@H]1N2C(=O)N1CCOCC1	1	-5	8	-0.2	1	1	-3
CCc1cc(=O)[nH]c(SCCCF)n1	1	-2	2	.	.	.	1
O=C(Cc1ccncc1)N1CCCCN2[C@@H](CO)[C@@H](c3ccc(C#CC4(O)CCCC4)cc3)[C@@H]2C1	-6	-1	-3	-0.1	.	4	0
C/C(=N\NC(=O)c1ccccc1)c1c(O)n(Cc2ccccc2)c(=O)[nH]c1=O	-12	1	3	.	.	-6	2
O=C(COc1ccc(Cl)cc1)N1CCN(C2CCCC2)CC1	4	-3	-3	0.1	-53	-3	15
CC1(C)CC2CCC(O)C2C(CCO)N1 (stereo not given)	-22	-3	1	-0.2	0	.	-4
COc1ccc(-c2[nH]ncc2CNC(C)Cc2ccsc2)c(F)c1 (stereo not given)	-1	-1	1	.	.	.	0
COc1ccc(CNC(=O)C(NC(C)=O)C(C)C)cc1OC (stereo not given)	1	2	0	0.0	0	-1	3
Cc1ccccc1CC(=O)N(CCN(C)C)CC1CCCN(Cc2ccccc2F)C1 (stereo not given)	-20	-4	2	0.0	-2	-9	10
O=C(NN=Cc1ccc(N(CCCl)CCCl)cc1)C(=O)c1c[nH]c2ccccc12	-3	2	-3	.	9	-3	0
CC/C(=N\NC(=O)c1ccccc1)c1c(O)n(Cc2ccccc2)c(=O)[nH]c1=O	9	3	2	4.0	.	-2	-3
Clc1ccc(-c2nc3ccc(Cl)cn3c2CN2CCCCC2)cc1	-4	-3	-4	0.3	-57	-1	-6
CCC(=Nc1cccc(C(F)(F)F)c1)c1c(O)n(C)c(=O)n(C)c1=O	-4	-6	-8	1.9	.	.	1
COC(=O)C1=C(c2cccc(OC)c2OC)C[C@@H]2CC[C@H]1N2C(=O)N1CCOCC1	6	-5	4	0.0	-4	4	1
COC(=O)[C@H]1[C@H](CO)[C@H]2Cn3c(ccc(-c4ccncc4)c3=O)[C@@H]1N2S(=O)(=O)c1ccccc1F	-51	-54	12	-0.1	-16	2	1
CN(C)C(=S)SSC(=S)N(C)C	-3	-5	5	-0.3	10	-1	12
CCC(C)n1c(O)c(C=NCCN2CCOCC2)c(=O)[nH]c1=S (stereo not given)	-8	1	-4	0.1	.	.	9
COc1cc(/C=C2\C(=O)NC(=O)N(c3ccc(C)cc3)C2=O)cc(OC)c1O	-14	1	4	-0.9	-5	8	-1
CN/C=C(/Cl)P(=O)(OC(C)C)OC(C)C	3	-3	1	7.0	.	.	-4
c1ccc(C2NCCc3[nH]cnc32)cc1 (stereo not given)	1	-4	-1	.	4	6	-6
COc1ccc(C(O)C(C)NC(C)C(O)c2ccc(OC)cc2)cc1 (stereo not given)	-1	0	2	.	3	-1	3
Cc1cccc(N2CCC3(CC2)C(=O)NC(=O)NC3=O)c1	5	-2	1	0.2	.	.	-1
C[C@@H]1O[C@@H](O[C@H]2C[C@@H](O)[C@]3(CO)[C@@H]4C(CC[C@]3(O)C2)[C@@]2(O)CC[C@H](C3COC(=O)C3)[C@@]2(C)C[C@H]4O)[C@H](O)[C@H](O)[C@H]1O (stereo not given in full)	-3	0	-5	3.8	6	0	-9
Nc1ccc(C2(c3ccc(N)cc3)c3ccccc3-c3ccccc32)cc1	-9	-3	-7	.	.	.	5
CCOC(=O)[C@]12Cc3cc(OC)ccc3[C@H]1N(C1CCCCC1)C(=O)c1cc(OC)ccc12	-7	0	5	.	.	.	5
Nc1ccc(Cc2ccc(N)c(Cl)c2)cc1Cl	-2	.	-4	.	21	0	5
COc1cccc(CNCCc2ccc(F)cc2)c1	2	-2	4	.	4	10	-6

Some of the compounds tested, so the mix of outcomes need not match the whole.
